RT RNaseH block = blocks HIV-1 RNase H cleavage of RNA/DNA duplex. P04585. hit rate 1.9% among 65,000. RT-RNase H RNA/DNA duplex cleavage, fluorescence. inhibition, % at 10 µM; in the data active = inhibition above about 50%
RmlC RmlD mix = mixture blocks RmlC and RmlD coupled enzyme activity; RmlC/RmlD coupled enzyme inhibition, 384-well mixture HTS; inhibition, % at 5.5 µM; hit rate 0.39% among 110,000; AID 1532; in the data active = inhibition above about 30%, passing the limit was not always enough; also: strong numbers were not always called active
* marks the source's active call; other numbers are inactive results; / = no result given.

1. CCN1CCCC1CNC(=O)Cn1cnc2sc(C)c(S(=O)(=O)N3CCC(C)CC3)c2c1=O (centres undefined)
2. CCOc1ccc(OCC)c2sc(C)nc12
3. Cc1noc(C)c1CSc1nc2ccccc2c(=O)n1-c1ccc(F)cc1F
4. COc1ccc(OC2C(=O)N(Cc3ccc4c(c3)OCO4)C2c2cccs2)cc1 (centres undefined)
5. COc1ccc(CN(CC(=O)NCc2ccco2)C(=O)CCC(=O)Nc2nccs2)cc1
6. OCCNc1nc(Nc2ccccc2Oc2ccccc2)nc(N2CCCC2)n1
7. CCOC(=O)c1cc2sccc2n1CC(=O)O
8. O=C(Cn1cnc2c(oc3ccccc32)c1=O)c1ccccc1
9. Cc1cc(C(=O)NCc2ccc(C(=O)O)o2)c(C)o1
10. C=CCSc1nc2c(cc1C#N)CCC2

assay / compound	1	2	3	4	5	6	7	8	9	10
RT RNaseH block	/	-13.9	-10.9	/	-0.7	/	/	-9.6	/	-42.3
RmlC RmlD mix	17.9	-11.5	/	-7.6	142.5	-6.3	5.0	-13.5	-11.6	-9.5

11. Cc1cccc2cc(CN(Cc3nnnn3Cc3ccccc3)C3CCCC3)c(=O)[nH]c12
12. CSc1nc2c(c(=O)n1-c1ccc(C)cc1)SCC2
13. Cc1occc1C(=O)N/N=C/c1cccs1
14. COc1ccc(CC2C(=O)NC(=O)N(c3ccccc3)C2=O)c(OC)c1 (centres undefined)
15. CCn1c(COc2cccc(C)c2)nnc1SCC(=O)Nc1cccc(C(=O)OC)c1
16. COc1ccccc1NC(=O)CNC(=O)c1ccccc1
17. CCSc1nnc(-c2ccc(OC)cc2)o1
18. CCCNC(=O)CN(c1ccc(F)cc1)S(=O)(=O)c1ccc2c(c1)OCCO2
19. Cc1ccc(Nc2cnn(C34CC5CC(CC(CC(=O)O)(C5)C3)C4)c(=O)c2Cl)cc1C
20. O=c1[nH]c(=S)n(CCC2=CCCCC2)c(O)c1C=NCc1cccnc1

assay / compound	11	12	13	14	15	16	17	18	19	20
RT RNaseH block	-14.7	-6.4	/	33.3	5.4	-1.2	-12.8	/	/	/
RmlC RmlD mix	12.7	-5.0	4.0	4.6	7.4	-12.9	-12.6	0.9	-12.2	5.6

21. COc1ccccc1-c1cc(C(F)(F)F)nc(S(=O)(=O)CCCC(=O)NC(C)C)n1
22. CC(=O)c1c(C)n(CCCOC(C)C)c2ccc(O)cc12
23. c1ccc(Nc2nc(N3CCOCC3)nc(N3CCOCC3)n2)cc1
24. COc1cccc(CNC(=O)c2cc3c(C)nc4ccccc4c3o2)c1
25. CC(C)=CCc1c(O)c(CC=C(C)C)c2c(c1O)-c1cc(O)c(O)cc1CC2
26. CCCn1c(N)c(N2CCCCC2)c(=O)n(CC(=O)Nc2ccccc2)c1=O
27. O=C(Nc1nnc(C2CCCO2)s1)c1ccc(Br)cc1 (centres undefined)
28. Cn1cc(Cl)c(C(=O)OCC(=O)Nc2ccccc2)n1
29. CC(=O)Oc1ccc(/C=c2\sc3ncnn3c2=O)cc1
30. Nc1c2c(nc3ccccc13)N(c1ccccc1)CC2

assay / compound	21	22	23	24	25	26	27	28	29	30
RT RNaseH block	7.2	26.1	-0.1	/	/	/	/	/	-1.8	13.2
RmlC RmlD mix	-11.2	10.6	-9.2	-7.5	7.1	-9.8	-0.2	19.7	9.7	0.2

31. Cc1cc(OCc2nn[nH]n2)c2c3c(c(=O)oc2c1)CCC3
32. C=CCn1cnc2c(c1=O)c1nc3ccccc3nc1n2-c1ccc(C)cc1
33. Cc1ccc(N2CCN(c3ccc(C)cc3)C2c2cccnc2)cc1
34. CCOc1ccccc1N1CCN(S(=O)(=O)c2ccc3c4c(cccc24)C(=O)N3)CC1
35. COc1ccc(C2NC(c3ccc(OC)c(OC)c3OC)C(C)C(=O)C2C)c(OC)c1OC (centres undefined)
36. CCOCCCn1c(=S)[nH]c2cc(C(=O)N3CCN(C)CC3)ccc2c1=O
37. CCn1c(CSc2nc(C)cs2)nc2cc(S(=O)(=O)N(C)C)ccc21
38. C=CCn1c2ccccc2c2nnc(SCC(=O)OCN3C(=O)c4ccccc4C3=O)nc21
39. CN(C)c1ccc(C2N3CC4(C)CN2CC(C)(C3)C4O)cc1 (centres undefined)
40. COc1ccc(C(=O)Nc2nnc(-c3ccccc3)o2)cc1OC

assay / compound	31	32	33	34	35	36	37	38	39	40
RT RNaseH block	0.8	2.6	/	48.4	-2.0	-7.7	-9.0	/	-2.9	-14.4
RmlC RmlD mix	54.3	/	-10.5	-6.0	7.0	-0.6	-9.3	22.5	-9.4	2.0

41. COCCN(CCOC)C(=O)CCn1c(=O)oc2ccccc21
42. CSc1nnc(-c2ccc(S(=O)(=O)N3CCCC3)cc2)n1C
43. COc1ccc(OCC(O)Cn2ccnc2C)cc1 (centres undefined)
44. O=C(NCc1ccccc1C(F)(F)F)C1CC(c2ccc(C(F)(F)F)cc2)=NO1 (centres undefined)
45. CC(Sc1nnc(-c2ccc(Cl)cc2)n1C)C(N)=O (centres undefined)
46. N#Cc1nc(Cc2cccc3ccccc23)oc1N1CCC(C(N)=O)CC1
47. COc1ccc(OC)c(S(=O)(=O)N2CCCc3ccccc32)c1
48. O=C1CC(c2ccccc2)Cc2nc(N3CCc4ccccc4C3)ncc21 (centres undefined)
49. COC(=O)c1ccc(CSc2nnnn2Cc2ccccc2)cc1
50. COc1ccc(C2CC(c3ccc(Br)cc3)Nc3nc(N)nn32)cc1 (centres undefined)

assay / compound	41	42	43	44	45	46	47	48	49	50
RT RNaseH block	-6.7	-8.3	/	/	-2.9	-34.6	-44.7	/	-63.8	0.5
RmlC RmlD mix	9.6	0.7	6.2	5.9	3.6	-5.9	-12.9	9.5	4.8	7.5

51. S=C1NCCOCCOCCOCCNC(=S)NCCOCCOCCOCCN1
52. CCN(CC)CCP(=O)(c1ccccc1)c1ccccc1
53. O=C(NCc1cn2ccsc2n1)c1c(F)cccc1Cl
54. Cc1ccc(NC(=O)c2cc(S(=O)(=O)c3ccccc3)ccc2Cl)cc1
55. COc1ccc(C(CNC(=O)CCOc2ccccc2)N(C)C)cc1 (centres undefined)
56. CC1(c2nnc(-c3ccc(F)cc3)o2)CC(c2c(Cl)cccc2Cl)=NO1 (centres undefined)
57. COc1cc2c(cc1NC(=O)C1CCCO1)oc1ccccc12 (centres undefined)
58. Cc1ccc(Cn2c(=O)c3ccccc3n3c(SCC(=O)N4CCCCC4C)nnc23)cc1 (centres undefined)
59. CC(C)CC(=O)Nc1cccc(-c2cn3ccsc3n2)c1
60. CCc1cc2cc(C(=O)Nc3ccc(F)cc3)sc2s1

assay / compound	51	52	53	54	55	56	57	58	59	60
RT RNaseH block	/	/	-2.0	/	/	/	-18.1	-2.5	0.0	/
RmlC RmlD mix	-5.1	-3.3	-9.9	-6.3	-2.4	-10.2	-13.3	/	-14.5	-23.1

61. CCCNc1nc(N2CCOCC2)nc(N2CCOCC2)n1
62. COc1ccc(C2=NOC3(CC(=O)N(c4ccc(Cl)cc4)C3=O)C2)c(OC)c1 (centres undefined)
63. O=C(CSc1nc2c(cnn2-c2ccc(F)cc2)c(=O)[nH]1)N1CCCCC1
64. O=C(NCc1ccco1)Nc1cccs1
65. Cc1ccc(-c2nn(-c3ccccc3)cc2/C=C(\C#N)c2cccc(C#N)c2)o1
66. COc1cc(NC(=O)c2cncc(-c3ccc(C#N)cc3)c2)cc(C(=O)Nc2cccc(C(F)(F)F)c2)c1
67. CCOCCCNC(=O)CSc1ccccc1
68. CC(=O)c1c(C)[nH]c(C(=O)OCn2nnc3ccccc3c2=O)c1C
69. C=CCn1c(SCC(=O)NCCCC)nc2scc(-c3ccco3)c2c1=O
70. COc1cccc(NC(=O)N2CCN(c3ccc(C(F)(F)F)cn3)CC2)c1

assay / compound	61	62	63	64	65	66	67	68	69	70
RT RNaseH block	-6.8	/	-15.0	-12.9	-2.1	/	-3.9	-0.9	3.1	-13.2
RmlC RmlD mix	-9.1	-8.1	-14.6	3.5	-4.4	7.8	-1.1	-6.1	-9.2	/

Profiles from above. Order of values: RT RNaseH block | RmlC RmlD mix
Record of Cc1ccc(-c2nn(-c3ccccc3)cc2/C=C(\C#N)c2cccc(C#N)c2)o1 = -2.1 | -4.4
Record of O=C(NCc1ccco1)Nc1cccs1 = -12.9 | 3.5

(continued)
71. CC(=O)c1c(C)[nH]c(C(=O)COC(=O)CNS(=O)(=O)c2ccccc2)c1C
72. CCCCc1c(O)nc(SCC(=O)NCC2CCCO2)[nH]c1=O (centres undefined)
73. CN(CCCC(=O)Nc1ccncc1)S(=O)(=O)c1ccc(Cl)cc1
74. CCOc1ccc(C)cc1S(=O)(=O)NC1CCCCC1
75. CC1(C)CC(=O)c2cc(OCC(=O)O)ccc2O1
76. CNC(=O)Cc1csc2ccc(Cl)cc12
77. N#C[C@H]1C2OC2c2ccccc2N1C(=O)c1ccccc1 (some centres undefined)
78. N#Cc1ccc(/C=N/N=C(N)N)cc1
79. Cc1ccc(-n2nnnc2SCC(=O)NNC(=O)c2ccco2)cc1C
80. O=C(Nc1nnc(C2CC2)s1)C1Cc2ccccc2CN1S(=O)(=O)c1ccccc1F (centres undefined)

assay / compound	71	72	73	74	75	76	77	78	79	80
RT RNaseH block	-14.2	-4.2	-36.8	-17.4	2.6	/	/	/	/	/
RmlC RmlD mix	-12.3	0.8	9.4	-5.9	17.0	5.5	4.4	6.0	-8.1	-20.9

81. CCOC(=O)COc1cccc2c(=O)n(CC(=O)NCc3ccc4c(c3)OCO4)ccc12
82. COc1ccccc1OCCCCN1CCN(c2ccccc2OC)CC1
83. COc1cc(C(=O)Nc2ccc3c(c2)OCCO3)ccc1-n1cnnn1
84. O=C(C1CCN(S(=O)(=O)c2cccc3cccnc23)CC1)N1CCN(c2ccccn2)CC1
85. CNC(=S)NC1CC2CCCC(C1)N2CC(C)C (centres undefined)
86. Cc1cc(C(=O)Nc2c(C)nn(Cc3c(Cl)cccc3Cl)c2C)no1
87. COc1ccc(NC(=O)C(C)Oc2ccc(/C(C)=N\O)cc2)cc1 (centres undefined)
88. Cc1ccc2c(CC(=O)NCC3COc4ccccc4O3)coc2c1 (centres undefined)
89. N#Cc1cn(Cc2ccccc2)c2ccccc12
90. COCC(=O)Nc1nc2n(n1)C(c1ccccc1Cl)CC(c1ccc(OC)cc1)N2 (centres undefined)

assay / compound	81	82	83	84	85	86	87	88	89	90
RT RNaseH block	-4.4	/	35.2	-17.3	/	-1.4	-0.2	-38.0	-82.8	6.3
RmlC RmlD mix	11.3	-33.9	8.8	/	-14.8	-12.0	/	-2.8	-13.3	10.0

91. CCOC(=O)c1c(C)[nH]c(C(=O)Nc2ccc3c(c2)OCO3)c1C
92. CCN1CCN(c2ncnc3c2oc2nc(C(C)C)c4c(c23)CCC4)CC1
93. Cc1ccc(C(=O)NC2CCCCC2)cc1
94. COc1ccc(-c2nsc3c(SCC(=O)Nc4cc(C)ccc4C)ncnc23)cc1
95. S=c1[nH]nc(COc2ccc3c(c2)OCO3)n1-c1ccccc1
96. O=C(CSc1nc2ccccc2o1)Nc1ccccc1N1CCCCCC1
97. Cn1c(=O)c(NC(=O)c2ccccc2)c2n(c1=S)CCCCC2
98. Cc1cc(C)c(S(=O)(=O)NCCn2ccc3ccccc32)c(C)c1
99. COc1cc(NC(=O)CSc2ncnc3c2cnn3Cc2ccccc2)cc(OC)c1
100. C/C=C/CSc1nc2c(c(=O)[nH]c(=O)n2C)n1C(C)C

assay / compound	91	92	93	94	95	96	97	98	99	100
RT RNaseH block	-2.1	-7.7	/	/	18.6	-1.6	1.6	/	/	-13.1
RmlC RmlD mix	/	/	-11.3	9.7	12.3	6.4	-21.1	6.9	-9.7	1.4

Pulled by compound from the list above (seven):
91. CCOC(=O)c1c(C)[nH]c(C(=O)Nc2ccc3c(c2)OCO3)c1C
74. CCOc1ccc(C)cc1S(=O)(=O)NC1CCCCC1
44. O=C(NCc1ccccc1C(F)(F)F)C1CC(c2ccc(C(F)(F)F)cc2)=NO1 (centres undefined)
36. CCOCCCn1c(=S)[nH]c2cc(C(=O)N3CCN(C)CC3)ccc2c1=O
8. O=C(Cn1cnc2c(oc3ccccc32)c1=O)c1ccccc1
17. CCSc1nnc(-c2ccc(OC)cc2)o1
69. C=CCn1c(SCC(=O)NCCCC)nc2scc(-c3ccco3)c2c1=O

assay / compound	91	74	44	36	8	17	69
RT RNaseH block	-2.1	-17.4	/	-7.7	-9.6	-12.8	3.1
RmlC RmlD mix	/	-5.9	5.9	-0.6	-13.5	-12.6	-9.2

Next results.
101. O=C(Nc1ccc(S(=O)(=O)N2CCCCC2)cc1)c1ccncc1
102. CCCc1nc(N)c(C#N)c(-c2cccnc2)c1CC
103. COc1ccc(NC(=O)CN(C)S(=O)(=O)c2ccc3c(c2)OCCO3)c2ncccc12
104. Cc1nc2ccccn2c1C(=O)NCCCN1CCOCC1
105. CSc1n[nH]c(NCc2ccccc2)n1
106. COc1ccc2[nH]cc(C(=O)N3CCCCC3)c(=O)c2c1

assay / compound	101	102	103	104	105	106
RT RNaseH block	-5.6	-13.5	-0.7	-2.9	-6.4	2.4
RmlC RmlD mix	-12.6	-9.4	0.0	-10.7	2.1	-11.5

From PubChem

A portion of the library; the hit share may differ from the screen's.
